APOBEC3G inh: blocks human APOBEC3G single-stranded DNA deamination. recombinant A3G, ssDNA deamination FAM/TAMRA fluorescence. 0.28% of 330,000 active. inhibition, % at 20 µM. Q9HC16;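 active means inhibition of at least 40% at 20 µM, with no more than 30% in the related APOBEC3A deaminase screen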;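 further: plate controls were DMSO wells with A3G for no effect and wells lacking A3G enzyme for full effect; some compounds called inactive have numbers as strong as hits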
mIAP block: blocks mouse intestinal alkaline phosphatase | purified mouse IAP, CDP-Star luminescence, 30 min | inhibition, % at 10 µM | 0.2% of 330,000 active | AID 2806;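 active means inhibition of at least 40% at 10 µM in the primary screen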;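 further: plate controls were DMSO with enzyme for no effect and no enzyme wells for full effect; values of inactives mirror those of a sister screen read the other way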
hIAP activ: increases human intestinal alkaline phosphatase activity; P09923; purified human IAP, CDP-Star luminescence, 30 min; hits give high values; 1 = vehicle-only enzyme, 0 = enzyme-free background; activation factor at 10 µM; 0.16% of 330,000 active;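 active means activation factor of the enzyme at least 2-fold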; further: the source names both 10 and 20 µM as test concentration; values of inactives mirror those of a sister screen read the other way
Target sequence (P09923 whole entry, looked up): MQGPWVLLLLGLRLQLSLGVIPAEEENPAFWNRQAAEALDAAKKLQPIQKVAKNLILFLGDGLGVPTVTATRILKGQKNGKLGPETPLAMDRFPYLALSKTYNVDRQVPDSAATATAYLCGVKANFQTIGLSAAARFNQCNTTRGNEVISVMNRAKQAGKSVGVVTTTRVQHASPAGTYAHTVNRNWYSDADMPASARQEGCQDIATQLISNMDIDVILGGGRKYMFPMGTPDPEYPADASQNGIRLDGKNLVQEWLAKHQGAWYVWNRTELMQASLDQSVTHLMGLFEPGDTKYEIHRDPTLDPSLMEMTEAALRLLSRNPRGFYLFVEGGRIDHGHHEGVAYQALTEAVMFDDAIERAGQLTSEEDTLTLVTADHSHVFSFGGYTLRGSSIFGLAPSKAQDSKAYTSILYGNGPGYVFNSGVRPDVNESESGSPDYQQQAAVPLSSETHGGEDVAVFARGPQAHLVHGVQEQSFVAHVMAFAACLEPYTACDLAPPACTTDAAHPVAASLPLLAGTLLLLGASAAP
A3A deaminase: inhibitors of human APOBEC3A DNA deaminase; P31941; recombinant A3A, FAM/TAMRA ssDNA deamination fluorescence; inhibition, % at 20 µM; 0.41% of 330,000 active; AID 493011;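 active means at least 40% inhibition at 20 µM here, with at most 30% in a related deaminase screen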;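 further: plate controls were A3A with DMSO for no effect and wells lacking A3A enzyme for full effect; some results filed as inactive read as strong as hits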
Target sequence (P31941 whole entry, looked up): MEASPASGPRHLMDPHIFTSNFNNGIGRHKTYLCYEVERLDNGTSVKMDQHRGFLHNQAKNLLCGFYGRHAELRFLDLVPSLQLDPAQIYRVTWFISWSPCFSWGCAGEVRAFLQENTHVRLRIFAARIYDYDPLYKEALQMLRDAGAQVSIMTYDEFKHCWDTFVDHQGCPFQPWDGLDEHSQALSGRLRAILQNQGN
MPTP block: inhibitors of mitochondrial permeability transition pore; isolated mouse mitochondria, Ca2+ swelling absorbance, 30 min; inhibition, % at 10 µM; 1.4% of 360,000 active;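 active means inhibition of 50% or more, scaled per plate between neutral and stimulator controls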;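 further: 0% = DMSO wells given calcium and 100% = 1 mM EGTA wells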
beta cell repl: induces beta-cell replication in MIN6 cells | MIN6 cells proliferation, ATPlite luminescence, 48 h; cells starved in 0.2% serum; 100% = growth in 10% serum | proliferation, % at 10 µM | 0.29% of 330,000 active | AID 2380;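 active means compounds whose signal lies at least 3.5 SD above the mean of all wells on their plate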;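 further: 0% = DMSO-treated cells in low-serum medium and 100% = 10% serum control; some compounds called inactive have numbers as strong as hits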
NR3A LBD binder: modulators (binders) of human NR3A ligand-binding domain | NR3A LBD differential scanning fluorimetry, Tm shift; 0% = protein alone, 100% = glycine-bound protein | 2.5% of 340,000 active | Tm shift relative to glycine control, % at 25 µM;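 active means melting temperature shift of at least 10% of the positive control shift, at one fixed dose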
hIAP inh: blocks human intestinal alkaline phosphatase | 0.12% of 330,000 active | inhibition, % at 10 µM | P09923 | purified IAP, CDP-Star luminescence, 30 min;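 active means inhibition reaching a set limit with compound at 10 µM in the primary screen, cut at about 35% in these data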;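 further: plate controls were DMSO wells with enzyme for no effect and no-enzyme buffer wells for full effect; values of inactives mirror those of a sister screen read the other way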
mIAP activ: increases mouse intestinal alkaline phosphatase activity. muIAP, CDP-Star luminescence, 30 min; hits give high values; 1 = vehicle-only enzyme signal, 0 = enzyme-free wells. activation factor at 10 µM. 0.24% of 330,000 active. AID 2805;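 active means activation factor of at least 2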; further: the source names both 10 and 20 µM as test concentration; values of inactives mirror those of a sister screen read the other way
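Assay system: mouse IAP enzyme; Reagent: CDP-Star chemiluminescent phosphatase substrate; Compound: DMSO-dissolved test compounds; Incubation: 30 min, room temperature; Technique: luminescence from enzymatic CDP-Star hydrolysis; Controls: DMSO-only wells and no-enzyme negative control.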
Active calls of the source: *; / = not tested or not shown. This is a subset, so the mix of outcomes need not match the whole.

Results follow in this order: APOBEC3G inh	mIAP block	hIAP activ	A3A deaminase	MPTP block	beta cell repl	NR3A LBD binder	hIAP inh	mIAP activ
1: COC(=O)CC1(CC(=O)OC)C(=O)N(c2ccccc2)C(=O)N(c2ccccc2)C1=O
 : -2	3	0.88	-3	-0.8	2	0	12	0.97
2: O=C(Nc1cccc2ccccc12)c1nn(C23CC4CC(CC(C4)C2)C3)cc1Br
 : -4	0	1.2	0	3.0	-2	0	-21	1
3: NC(Cc1ccccc1)c1nc2ccccc2[nH]1 (stereo not drawn)
 : 10	2	1.3	-4	0.3	-3	3	-27	0.98
4: CCC12C=CCN3CCC4(c5cc(Br)c(OC)cc5N(C)C4C(O)(C(=O)OC)C1OC(C)=O)C32 (stereo not drawn)
 : -4	5	0.98	0	-1.8	0	1	2	0.95
5: O=C(CCc1nnc2ccc(NCc3ccc(F)cc3)nn12)N1CCC2(CC1)OCCO2
 : 0	4	0.97	-5	-1.4	-3	-1	3	0.96
6: CC(C)NC(C)C(=O)C12CC3CC(CC(C3)C1)C2 (stereo not drawn)
 : -7	4	1.1	-19	-1.0	0	0	-8	0.96
7: O=C(Nc1ccc(Cl)cc1)O/N=C(\c1ccccc1)c1ccccn1
 : -3	-37	0.95	1	87*	-1	11*	5	1.4
8: CCN1C[C@@]2(COC)C3[C@@H](OC)[C@H]4[C@@H]1[C@@]3(C1C[C@H]3[C@H](OC(=O)c5ccccc5)C1[C@]4(OC(C)=O)C[C@H]3OC)[C@@H](OC)C[C@H]2O (stereo partly drawn)
 : 6	-14	1.1	6	-1.2	-5	0	-6	1.1
9: Cc1cc([N+](=O)[O-])c(Cl)cc1NC(=O)C(C)C
 : -5	3	1	-3	0.3	-3	1	-2	0.97
10: O=C(c1ccc(Cl)cc1)C1CCCN(Cc2cccc3ncccc23)C1 (stereo not drawn)
 : 0	17	0.95	0	97*	-7	-2	5	0.83
11: Cc1cccc(N2C(=O)NC(=O)/C(=C\c3cccn3-c3ccc(Cl)cc3)C2=O)c1
 : 0	12	0.91	-1	1.8	-5	1	9	0.88
12: FC(F)(F)c1ccccc1CN1CCN(Cc2ccccc2)CC1
 : -8	-4	1.1	-5	0.8	-4	0	-6	1
13: CC1CCCCN1C(=O)c1ccc(N2CC3CC(C2)c2cccc(=O)n2C3)c([N+](=O)[O-])c1 (stereo not drawn)
 : -9	-10	1	-3	-0.5	1	1	-2	1.1
14: NC(Cc1ccccc1)Cc1ccccc1
 : 1	-5	0.94	3	-1.3	-2	-1	6	1.1
15: Cc1c(C)c2ccc(OCC(=O)N3C[C@H]4C[C@@H](C3)c3cccc(=O)n3C4)c(C)c2oc1=O
 : -3	18	0.89	-1	-3.5	0	1	12	0.82

For reference, seven of the compounds above:
Results follow in this order: APOBEC3G inh	mIAP block	hIAP activ	A3A deaminase	MPTP block	beta cell repl	NR3A LBD binder	hIAP inh	mIAP activ
9: Cc1cc([N+](=O)[O-])c(Cl)cc1NC(=O)C(C)C
 : -5	3	1	-3	0.3	-3	1	-2	0.97
10: O=C(c1ccc(Cl)cc1)C1CCCN(Cc2cccc3ncccc23)C1 (stereo not drawn)
 : 0	17	0.95	0	97*	-7	-2	5	0.83
11: Cc1cccc(N2C(=O)NC(=O)/C(=C\c3cccn3-c3ccc(Cl)cc3)C2=O)c1
 : 0	12	0.91	-1	1.8	-5	1	9	0.88
12: FC(F)(F)c1ccccc1CN1CCN(Cc2ccccc2)CC1
 : -8	-4	1.1	-5	0.8	-4	0	-6	1
13: CC1CCCCN1C(=O)c1ccc(N2CC3CC(C2)c2cccc(=O)n2C3)c([N+](=O)[O-])c1 (stereo not drawn)
 : -9	-10	1	-3	-0.5	1	1	-2	1.1
14: NC(Cc1ccccc1)Cc1ccccc1
 : 1	-5	0.94	3	-1.3	-2	-1	6	1.1
15: Cc1c(C)c2ccc(OCC(=O)N3C[C@H]4C[C@@H](C3)c3cccc(=O)n3C4)c(C)c2oc1=O
 : -3	18	0.89	-1	-3.5	0	1	12	0.82

Following part
Results follow in this order: APOBEC3G inh	mIAP block	hIAP activ	A3A deaminase	MPTP block	beta cell repl	NR3A LBD binder	hIAP inh	mIAP activ
16: O=c1[nH]c(CN2CC=C(c3ccccc3)CC2)nc2cc(C(F)(F)F)ccc12
 : -7	10	1	-3	-5.4	-2	1	-4	0.9
17: O=P(C(=Nc1ccc(Cl)cc1)N1CCOCC1)(N1CCOCC1)N1CCOCC1
 : -6	4	1	1	-0.5	0	0	-3	0.96
18: O=c1[nH]c(=O)n(Cc2ccc(F)cc2)c(O)c1C=NCc1cccnc1
 : -9	5	1	-4	-0.7	-1	-6	0	0.95
19: COc1ccc(OC)c(CC(=O)N(C)C2CCCN(Cc3ccccc3F)C2)c1 (stereo not drawn)
 : -2	13	1.5	-2	0.1	-3	-1	-47	0.87
20: Cc1cccc(N2C(=O)NC(=O)/C(=C\C=C\c3ccco3)C2=O)c1
 : 61	45*	0.98	60	1.2	-5	0	2	0.55
21: COC(=O)C1=C(c2ccc(-c3ccccc3)c(F)c2)C[C@@H]2CC[C@H]1N2C(=O)NCCCOC(C)C
 : -4	3	0.9	2	0.1	-1	-5	10	0.97
22: Cn1c(O)c(C(=O)c2ccccc2Cl)c(=O)n(C)c1=O
 : -3	0	0.92	1	2.2	2	2	8	0.99
23: Cc1ccc(OCCOc2cccc(C=C3C(=O)NC(=O)NC3=O)c2)c(C)c1
 : 1	-3	1	-2	-2.0	-5	3	0	1
24: O=C(C1CCCN(S(=O)(=O)c2cccc3nsnc23)C1)N1CCC2(CC1)OCCO2 (stereo not drawn)
 : -1	-1	1	-3	/	-2	0	-2	1
25: O=c1c2ccccc2[se]n1-c1ccccc1
 : 91	2	0.9	43	-0.6	-8	32*	10	0.98
26: C=CCn1c(O)c(C(C)=Nc2ccc(N(CC)CC)cc2)c(=O)[nH]c1=O
 : -1	3	0.97	2	5.8	0	-2	2	0.97
27: CC12CN3CCN(CC(C3)/C1=N/NC(N)=O)C2
 : -1	12	1.3	-4	1.7	1	6	-29	0.88
28: COC(=O)C1=C(c2ccc(F)cc2OCc2ccccc2)C[C@@H]2CC[C@H]1N2C(=O)NCc1cccc(C(F)(F)F)c1
 : -10	-24	0.92	-3	-0.1	-7	3	8	1.2
29: CC1CCC(NCC(O)c2ccccc2)CC1 (stereo not drawn)
 : -7	2	1	-2	-2.5	-2	2	0	0.98
30: NC(=O)Cn1cc(C(=O)c2ccccc2)c2ccccc21
 : 1	7	1.2	0	0.0	1	1	-20	0.93
31: CC1C(c2cccs2)=[N+]([O-])C(C)(C(=O)c2ccc(F)cc2)N1O (stereo not drawn)
 : 2	-13	1.1	-2	-1.3	-2	-1	-9	1.1
32: Oc1ccc(C(=C(Cl)Cl)c2ccc(O)cc2)cc1
 : -5	-7	1.1	0	/	-3	/	-9	1.1
33: COC(=O)C1=C(c2ccc(OC)c(OC)c2)C[C@@H]2CC[C@H]1N2C(=O)NCCNC(C)=O
 : -11	-7	0.95	-1	-0.4	-2	-1	5	1.1
34: COC(=O)c1c(N)n(Cc2ccc(OC)cc2)c2nc3ccccc3nc12
 : -8	4	0.76	-5	-0.5	0	-13	24	0.96
35: COc1ccc(CC(=O)Nc2ccc3c(C(F)(F)F)cc(=O)oc3c2)cc1OC
 : -7	-9	1	0	4.7	-3	-20	-4	1.1
36: COC(=O)C(O)(c1ccc(NC(=S)NC(=O)c2ccc(Cl)cc2Cl)c(C)c1)C(F)(F)F (stereo not drawn)
 : -6	4	1	-1	86*	0	-2	-2	0.96
37: CN(C)C(=O)OCc1n(C)cc[n+]1C
 : -5	-4	1.1	-2	0.7	3	9	-10	1
38: O=C(Cn1ncc2c3ccccc3n(Cc3cccc(Cl)c3)c2c1=O)N1CCC2(CC1)OCCO2
 : 1	3	1.1	1	0.8	-2	0	-11	0.97
39: c1ccc2c(CCNC3=NCCC3)c[nH]c2c1
 : -2	7	0.95	-1	5.9	2	-1	5	0.93
40: CC(C)N1CC=C(c2c[nH]c3ccccc23)CC1
 : -1	4	1.1	-7	-6.6	-3	0	-6	0.96
41: COc1cccc(CNCCc2c[nH]c3ccccc23)c1
 : -11	0	1.2	-8	0.0	-2	2	-20	1
42: Cc1cc(/C=C2\C(=O)NC(=O)N(c3ccccc3F)C2=O)c(C)n1-c1cc(C(=O)O)cc(C(=O)O)c1
 : 72	34	0.99	93	-0.5	2	3	1	0.66
43: O=C(Cn1cc(C(=O)c2ccccc2F)c2ccccc21)NCc1ccco1
 : -4	-7	0.95	-3	0.9	0	3	5	1.1
44: O=C(c1ccc(C(F)(F)F)cc1)C1CCCN(Cc2ccc(CO)o2)C1 (stereo not drawn)
 : -3	13	1	3	0.7	-2	1	-2	0.87
45: O=[N+]([O-])c1cc(S(=O)(=O)c2ccc(O)c([N+](=O)[O-])c2)ccc1O
 : 14	63*	1	70*	-0.5	2	1	0	0.37
46: CN(C)/C=C(\C=[N+](C)C)c1[nH]ncc1[N+](=O)[O-]
 : -7	4	1	-2	-0.8	1	0	-4	0.96
47: CCOC(=O)c1cncn1C(C)c1ccccc1 (stereo not drawn)
 : 1	-1	1.3	3	-5.0	-4	-2	-25	1
48: CCOC(=O)C1=C(N)OC(C)=C(C(=O)OCCOC)C12C(=O)Nc1ccccc12 (stereo not drawn)
 : 0	-1	0.99	3	-1.5	0	0	1	1
49: COC(=O)C1=C(c2ccc(-c3ccccc3)c(F)c2)C[C@@H]2CC[C@H]1N2C(=O)NCCc1ccccc1
 : -7	-29	1.2	-3	0.6	-6	-1	-23	1.3
50: O=C(c1ccccc1F)c1cn(Cc2ccccc2)c2ccccc12
 : -5	9	0.74	-1	-2.3	-3	0	26	0.91
51: CNCC(C)c1ccccc1 (stereo not drawn)
 : -4	-4	0.95	-1	-3.7	-2	-16	5	1
52: CC(=O)N(C1=NCCCS1)c1ccccc1Cl
 : -19	6	0.88	-6	0.9	-5	0	12	0.94

Screening data deposited in PubChem by Sanford-Burnham Center for Chemical Genomics.
